Screening data deposited in PubChem BioAssay by National Center for Advancing Translational Sciences (NCATS).
UDG counter: Primary qHTS assay for inhibitors of Activation Induced Cytidine Deaminase (AID): UDG Counterscreen signal | Uracil-DNA glycosylase | FRET deamination/UDG coupled assay, UDG read, 4 h | Potency, µM (doses to about 115 µM), for the others: top-dose activity change, negative = inhibition, actives largely listed as inhibitors | 91,000 tested, 0.14% active | AID 1347430, 2020; also: nearly all actives have a fitted effect of over 65% in size
AID inh: Primary qHTS assay for inhibitors of Activation Induced Cytidine Deaminase (AID): AID signal. Single-stranded DNA cytosine deaminase (Homo sapiens), Q9GZX7. AID deamination FRET fluorescence, UDG-coupled, 4 h. 91,000 tested, 0.32% active. AID 1347428, 2020. Potency, µM (series often up to 115 µM), inactives show at the top dose activity change, negative = inhibition, usual class: inhibitors; also: nearly all actives have a fitted effect of over 25% in size
Target sequence (Q9GZX7 whole entry, looked up): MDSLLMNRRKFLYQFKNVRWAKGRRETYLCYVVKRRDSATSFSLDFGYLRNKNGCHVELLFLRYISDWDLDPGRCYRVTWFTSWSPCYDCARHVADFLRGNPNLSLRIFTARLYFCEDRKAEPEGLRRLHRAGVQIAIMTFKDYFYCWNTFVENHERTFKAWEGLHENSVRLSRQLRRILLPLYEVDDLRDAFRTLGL
* marks the source's active call; other numbers are inactive results; ? = inconclusive; & = joins results of further samples; [ ] = dose if it differs, or a comment. Calls follow the shape of the dose curve; as a rule, active = well fitted curve in the direction sought with a large enough effect; inconclusive = small, poorly fitted or top-dose-only effect, or another doubt; inactive = no such curve, though single readings can be large; an effect the other way counts as inactive or inconclusive. % is scaled to controls: 0 for no effect and ±100 for the full control effect; potency is read from the fitted curve at half-maximal effect.

molecule | UDG counter | AID inh
CCOc1ccc(C(=O)Nc2cc(-c3nc4cc(OC)ccc4o3)ccc2C)cc1[N+](=O)[O-] | ? | 10%&47%
Cc1ccc(-c2csc(Nc3cc(C)ccc3C)n2)cc1 | 1% | -7%
Cc1cc(-c2csc(N)n2)c(C)n1-c1c(C)n(C)n(-c2ccccc2)c1=O | -3% | 43%[activator]
Cc1cc(N2CCN(C)CC2)nc2ccc(NC(=O)Nc3ccc(Cl)cc3)cc12 | -7% | 10%
COc1ccc(OC)c(/C=N/NC(=O)CCC(=O)Nc2cccc(Cl)c2)c1 | -9% | -6%
CCC(=O)Nc1nnc(SCc2cc(=O)c3cc(C)ccc3[nH]2)s1 | -3%[57.5 µM] | 10%
O=C(CN1CCCCC1)N1CCCN(S(=O)(=O)c2ccccc2)C1c1ccccc1 (stereo not drawn) | 44%[activator] | -12%
Cc1ccc(NC(=O)Cn2c(CCC(=O)O)ccc2-c2cccs2)cc1Cl | 3% | 1%
CCCn1c2ccccc2c2cnn(CC(=O)N3CCCC(C)C3)c(=O)c21 (stereo not drawn) | -7% | ?
COc1ccccc1N1CCN(C(=O)c2cc(CC(C)C)on2)CC1 | -1%&0% | 1%&4%
Cc1ccc(NC(=O)C2CCCCC2)cc1 | -4% | 5%
CCOC(=O)c1cccc(NC(=O)CCc2c(C)nc3c4cccnc4nn3c2C)c1 | ? | -20%
CCOC(=O)C1C(c2ccc(O)c(OCC)c2)NC(=O)NC1(O)C(F)(F)F (stereo not drawn) | -5% | -9%
CN(C(=O)/C=C/c1cccc(Cl)c1)C1(c2ccccc2Cl)CCCCC1=O (stereo not drawn) | -4% | -14%
COc1ccccc1NC(=O)Cn1c(=O)c(CNc2ccccc2)cc2cc(OC)c(OC)cc21 | -9% | 71%[activator]
CCOC(=O)N1CCC2(CC1)OC(=O)C(C)=C2C(=O)NCc1cccc(F)c1 | -22% | -2%
CC(=O)Nc1ccc(NS(=O)(=O)c2c(C)nc3sccn3c2=O)cc1 | 49%[activator] | 4%
Cc1ccc(CCNC(=O)C2COc3ccccc3C2)cc1 (stereo not drawn) | -2% | 12%
Cc1ccc(CSCCC(=O)NCc2ccc(F)cc2Cl)cc1 | -2% | ?
CCCSc1ncc(Cl)c(C(=O)Nc2scc(-c3ccc(C)cc3)c2C(=O)OCC)n1 | 0% | 3%
Cc1cc(C)c(S(=O)(=O)N(CC(=O)O)Cc2ccc(Cl)cc2)c(C)c1 | 7% | -22%
Cc1cccc(Cn2nc(C)c(NC(=O)c3cc(-c4ccccc4)on3)c2C)c1 | 9% | 5%
CC(=O)Nc1ccccc1OCc1cccc(C)c1 | 1% | 4%
O=C(Oc1ccc(Br)cc1Cl)c1ccc(CSc2ccc(Cl)cc2)cc1 | -4% | -12%
CCOC(=O)Nc1ccc(NS(=O)(=O)c2cc(F)cc(F)c2)cc1 | -3% | -4%
C/C=C/Cn1c(Br)nc2c1c(=O)n(C)c(=O)n2C | 0% | -6%
COCCn1c(SCC(=O)c2ccc(C3CCCCC3)cc2)nnc1-c1ccc(Cl)cc1 | -2% | -7%
CC(C)Oc1ccc(NC(=O)c2cc3ccccc3o2)cc1 | -18%[57.5 µM] | ?
O=C(Nc1ccc(Br)cc1)c1cc(-c2cccs2)nc2ccccc12 | 8% | 24%
O=C(CSc1nnc2ccccn12)Nc1ccc(S(=O)(=O)N2CCCC2)cc1 | -9% | -9%
O=S(=O)(c1ccc(Cl)cc1)N1CCC(c2ccncc2)CC1 | 59%[activator] | 2%
Cc1ccc(CNC(=O)Nc2ccc(N3CCOCC3)nc2)s1 | -14% | 4%
CCOc1ccc(C(=O)c2cn(CC(=O)Nc3ccc4c(c3)OCO4)c3ccc(OC)cc3c2=O)cc1 | -16% | 45µM*
CCc1cccc(C)c1NC(=O)CN1C(=O)c2c(c3ccccc3n2C)C1c1ccc(OC)cc1 (stereo not drawn) | -26% | 1%
O=C(CCC(=O)N/N=C/c1ccccc1[N+](=O)[O-])N/N=C/c1ccccc1[N+](=O)[O-] | -1% | -15%
CC(C)(C)c1cc(N)c(O)c(Br)c1 | -5% | -1%
Cc1ccn2c(=O)c(C(=O)NCCc3ccc(S(N)(=O)=O)cc3)c(O)nc2c1 | -8% | 3%
Cc1nc2cc(F)ccc2cc1C(=O)N1CCN(Cc2ccccc2)CC1 | -5% | -3%
COc1ccc(C(=O)Nc2nccs2)cc1C12CC3CC(CC(C3)C1)C2 | -5% | -3%
O=C(CCS(=O)(=O)c1cc(Br)cc2c1N(C(=O)C1CC1)CC2)N1CCN(c2cccc(Cl)c2)CC1 | 3% | 5%
O=C(/C=C/c1ccc(F)cc1)Nc1nc2n(n1)C(c1ccc(Cl)cc1)C=C(c1ccccc1)N2 (stereo not drawn) | -6% | -10%
CC(C)NC(=O)c1nn(-c2ccccc2F)nc1CO | -3%[57.5 µM] | -8%
Cc1nc(NC2CC2)sc1C(=O)NCc1ccco1 | 3% | 3%
COC(=O)c1c(C)oc2ccc(N(C(=O)c3ccncc3)S(=O)(=O)c3cc(C)ccc3C)cc12 | 26% | 29%
C/C(=N/Nc1ccc(S(N)(=O)=O)cc1[N+](=O)[O-])c1cccc(Cl)c1 | -4% | -5%
O=C(c1ccc2c(c1)N(Cc1ccc(Cl)cc1)C(=O)c1ccccc1S2(=O)=O)N1CCCCCC1 | -16% | ?
O=C(CCSc1nnc(NC2CC2)s1)Nc1ccc(Cl)cc1F | -8% | -7%
CSc1nc2c(c(=O)[nH]c(=O)n2C)n1Cc1cccc(C)c1 | 0% | -15%
CC(C)c1ccc(-c2noc(SCC(=O)N3CCN(c4ccc(F)cc4)CC3)n2)cc1 | -6% | -5%
CNC(=S)NNC(=O)c1ccc(Br)s1 | 8% | 6%
Ic1ccc(N2CCN(Cc3c[nH]c4ncccc34)CC2)cc1 | -22% | ?
CCOc1ccc(NC(=O)C2CCCN(S(=O)(=O)c3cccc4nonc34)C2)cc1 (stereo not drawn) | 1% | 70%[activator]
CSc1cccc(NC(=O)C2CCN(S(=O)(=O)c3ccc4c(c3)CCCN4C(=O)C3CCC3)CC2)c1 | -18% | -30%
COc1ccc(-c2nc3ccccc3o2)cc1NC(=O)c1cc(Br)ccc1OC | 0% | 12%
CCc1sc(Nc2cccc(Cl)c2)nc1-c1cc2cccc(OC)c2oc1=O | 8% | -19%
COc1ccc(CNC(=O)CSc2nc(-c3ccc(OC)c(OC)c3)cc(C(F)(F)F)n2)cc1 | -10% | 0%
CC(C)c1ccc(N2C(=O)CSC23C(=O)N(Cc2ccccc2F)c2ccccc23)cc1 (stereo not drawn) | 4% | 16%
CC(C)C(=O)/C(C#N)=C\c1cccc([N+](=O)[O-])c1 | 7% | 3%
COc1cc(C)cc2oc(=O)c(CC(=O)NC3CCCCCC3)c(C)c12 | -5% | -4%
O=C(NCc1ccccc1)c1ccc(-c2cccs2)cc1 | 4% | 0%

Other entries:
molecule | UDG counter | AID inh
CN(C)c1ccc(-c2nc(-c3ccccn3)no2)cc1[N+](=O)[O-] | ? | -22%
CCOC(=O)c1c(C)c(C(=O)NCc2ccc(OC)cc2)c(C)n1CC | -10% | 4%
NC(=O)CSc1ncc2c(n1)-c1ccccc1N(Cc1cccc(F)c1)S2(=O)=O | 0% | 52%[activator]
CCOC(=O)CCN(Cc1cc(C)ccc1C)CC1CC1 | -3% | -3%
COc1ccc(CNC(=O)CSCc2nc(-c3ccccc3F)oc2C)cc1 | 3% | 1%
COC(=O)c1ccccc1NC(=O)Nc1cccc(OCc2cc(=O)n3cccc(C)c3n2)c1 | ? | 1%
COc1ccc(-c2nc(S(=O)(=O)c3ccc4c(c3)OCCO4)c(N3CCOCC3)o2)cc1 | -4% | -10%
CC(C)Cn1c(=O)c2sccc2n2c(CCCC(=O)NCc3ccccc3Cl)nnc12 | 5% | 4%
CC(NC(=O)C1CCCC1)c1cccc(C(F)(F)F)c1 (stereo not drawn) | -5% | -3%
COc1ccccc1C1c2c(-c3ccc(Cl)cc3)n[nH]c2C(=O)N1c1ccc(C)cc1 (stereo not drawn) | -2% | -24%
CCCCCNC(=O)CCCCCn1c(=O)[nH]c2ccsc2c1=O | -4% | 2%
CCC(=O)Nc1ccc(Cl)c(-c2nc3ccccc3[nH]2)c1 | -26% | 28%
Cc1ccc2nc3c(cc(C#N)c(=O)n3-c3nnc(SCc4ccc(F)cc4)s3)c(=O)n2c1 | 10% | 22%
CN(C)CCNc1oc(-c2ccc(F)cc2)nc1S(=O)(=O)c1ccc2c(c1)OCCO2 | -19% | ?
COc1ccc(-c2nc3ccc(NS(=O)(=O)c4ccccc4)cc3o2)cc1 | -17% | 15%
CCOc1cccc(C2c3[nH]c4ccccc4c3CCN2C(=O)Cc2cccc(OCC)c2OCC)c1 (stereo not drawn) | -9% | -12%
COc1ccccc1NS(=O)(=O)c1ccc(C(=O)OCC(=O)NCc2ccco2)cc1 | 10% | -5%
CCCCOc1ccc(C(=O)N/C(=C\c2ccc(Br)cc2)C(=O)NC2CCCCC2)cc1 | 3% | 4%
CCOC(=O)c1ccc(CN(Cc2ccc(C)cc2)S(=O)(=O)c2ccc(F)c(C(=O)Nc3ccc(C)c(F)c3)c2)cc1 | -10% | ?
COc1ccc2c(c1)O/C(=C\c1cccc(OS(C)(=O)=O)c1)C2=O | -6% | -8%
O=C(Cn1c(=O)c(CNc2ccccc2)cc2cc3c(cc21)OCCO3)Nc1ccccc1Cl | -11% | 13%
C=C(C)CNC(=S)N/N=C1\CC2CC=CC12 (stereo not drawn) | -8% | -10%
CCOC(=O)N1CCC(NC(=O)c2ccc3c(c2)N(Cc2ccccc2)C(=O)c2ccccc2S3=O)CC1 (stereo not drawn) | -12% | 0%
Cc1cc(C)cc(NC(=O)Cn2cc(C(=O)C3CCCCC3)c3ccccc32)c1 | 11% | 4%

An excerpt from above in order of the AID inh value, descending.
SMILES	AID inh
Cc1ccc2nc3c(cc(C#N)c(=O)n3-c3nnc(SCc4ccc(F)cc4)s3)c(=O)n2c1	22%
Cc1cc(C)cc(NC(=O)Cn2cc(C(=O)C3CCCCC3)c3ccccc32)c1	4%
CCOC(=O)N1CCC(NC(=O)c2ccc3c(c2)N(Cc2ccccc2)C(=O)c2ccccc2S3=O)CC1 (stereo not drawn)	0%
COc1ccccc1NS(=O)(=O)c1ccc(C(=O)OCC(=O)NCc2ccco2)cc1	-5%
C=C(C)CNC(=S)N/N=C1\CC2CC=CC12 (stereo not drawn)	-10%
CCOc1cccc(C2c3[nH]c4ccccc4c3CCN2C(=O)Cc2cccc(OCC)c2OCC)c1 (stereo not drawn)	-12%

Going on with the list.
molecule | UDG counter | AID inh
Cc1cccc(-c2nc(Cn3c(SCc4cc(C)ccc4C)nc4ccncc43)c(C)o2)c1 | -8% | -9%
O=C(Nc1ccccc1)c1cc(-c2ccncc2)nc2ccccc12 | 4% | -2%
CC1CCCC(NC(=O)CCCc2cccs2)C1C (stereo not drawn) | 7% | -3%
COc1ccc2c(c1)-c1nc(NC(=O)c3cc(Cl)ccc3OC)sc1CC2 | -8% | 7%
Cc1cccc(C)c1N=C1NN=C(c2ccc3c(c2)CCN3S(C)(=O)=O)CS1 | 4% | -1%
COC(=O)c1cc2sc(C)cc2n1Cc1ccccc1 | 7%&-4% | -4%&-9%
CCC(=O)Nc1sc(C)c(C)c1C#N | -4% | -2%
Cc1ccc(-n2c(=O)c3oc4ccccc4c3n(CC(=O)Nc3ccc(F)c(Cl)c3)c2=O)cc1C | 6% | -8%
COc1cc(NS(=O)(=O)c2c(C(=O)N3CCCCC3)c(C)n(C)c2C)cc(OC)c1OC | 6% | 8%
Cc1ccc(CNC(=O)CCCN2C(=O)c3cccnc3Oc3ccc(Cl)cc32)cc1 | 39%[activator] | ?
O=S(=O)(Nc1nc2ccccc2nc1N1CCN(c2ccccc2)CC1)c1ccccc1 | -3% | -1%
CC(C)C(=O)Nc1ccc2nc(SCCOc3ccccc3)sc2c1 | 34%[activator] | 25%

Laid out differently: results already given.
Results follow in this order: UDG counter, AID inh
- Cc1cccc(-c2nc(Cn3c(SCc4cc(C)ccc4C)nc4ccncc43)c(C)o2)c1
    -8%, -9%
- Cc1ccc(-n2c(=O)c3oc4ccccc4c3n(CC(=O)Nc3ccc(F)c(Cl)c3)c2=O)cc1C
    6%, -8%

Continued.
molecule | UDG counter | AID inh
Cc1cc(C)cc(C(=O)c2c(-c3ccccc3)cc3ccccn23)c1 | -12% | -17%
Cc1[nH]c2ccccc2c1C(=O)CSc1ccccc1 | 4% | 1%
N#Cc1ccc(COC(=O)COc2ccc(C3SCCCS3)cc2)cc1 | 1% | -1%
FC(F)(F)c1cnc(Sc2nnc(C3CC3)n2-c2ccccc2)c(Cl)c1 | 0% | -11%
N#CC(C#N)=Cc1cc(-c2ccccc2)n(-c2ccccc2)c1-c1ccccc1 | -2% | 12%
CCn1c(CCc2cccc(NC(=O)c3ccc(C#N)cc3)c2)nc2ccccc21 | -11% | -8%
Cc1cccc(C)c1NC(=O)CN(C)C(=O)CSc1ccc(F)c(F)c1 | -6% | -3%
CCOc1ccc(NC(=O)C(C#N)=C2CCC(C)CC2)cc1 (stereo not drawn) | -2% | -2%
O=C(O)c1cc(-c2ccccc2)nc2cc(Br)ccc12 | -8% | 0%
Cc1ccc2nc(N3CCN(c4ccccc4)CC3)c3nnnn3c2c1 | -6%[57.5 µM] | -7%
O=C(O)Cc1ccc(NS(=O)(=O)c2ccc(C3CCCCC3)cc2)cc1 | 9% | -5%
C=CCNC(=S)NNC(=O)Cc1ccccc1 | -1% | 3%
Cc1ccc(NC(=O)C2CCCN2S(=O)(=O)c2ccc3nc(-c4ccccc4)[nH]c3c2)cc1C (stereo not drawn) | -8% | 15%
Cn1c(NCc2ccccc2)nc2c1c(=O)n(Cc1ccccc1)c(=O)n2C | -3% | -6%
Cc1ccc(C(=O)NCc2nc(C)cs2)cn1 | 15% | 7%

Not all compounds are listed; rates above refer to the full screens.
